Screening data from PubChem.
TEAD-YAP inh: TEAD-YAP interaction inhibition, primary screen, TEAD-YAP interaction inhibitor project, luminescence, HEK-TIYL cells. TEAD-Gal4/YAP UAS-luciferase luminescence. inhibition, % at 9.12 µM. actives 1.4% (n = 640,000). AID 1259422, 2018; in the data active = inhibition above about 32%;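 also: 0% = median of test compound wells and 100% = reference inhibitor wells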
GPR151 ag: activators of human GPR151, primary screen, cell-based, PathHunter beta-arrestin, luminescence | actives 1% (n = 650,000) | AID 1508602, 2020 | PathHunter beta-arrestin GPR151 cells | activation, % at 11.2 µM; in the data active = activation above about 4.9%;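 also: 0% = median of compound wells and 100% = cells with positive control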
Target sequence (Q8TDV0 whole entry, looked up): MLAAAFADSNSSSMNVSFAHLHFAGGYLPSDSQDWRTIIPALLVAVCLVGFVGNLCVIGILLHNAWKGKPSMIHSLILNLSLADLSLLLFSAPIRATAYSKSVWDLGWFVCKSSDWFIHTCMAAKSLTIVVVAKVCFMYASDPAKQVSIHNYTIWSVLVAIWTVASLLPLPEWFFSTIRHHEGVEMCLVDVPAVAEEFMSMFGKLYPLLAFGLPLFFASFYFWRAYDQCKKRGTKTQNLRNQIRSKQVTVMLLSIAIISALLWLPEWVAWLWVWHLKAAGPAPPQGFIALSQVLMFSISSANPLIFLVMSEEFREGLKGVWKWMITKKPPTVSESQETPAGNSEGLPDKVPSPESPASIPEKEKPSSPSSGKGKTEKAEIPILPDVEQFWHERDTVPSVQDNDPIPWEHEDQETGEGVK
MITF primary: MITF inhibitors, primary screen, biochemical, AlphaScreen, human | inhibition, % at 2.6 µM | actives 0.91% (n = 650,000) | Microphthalmia-associated transcription factor (Homo sapiens), O75030 | AID 1259374, 2018 | AlphaScreen MITF homodimerization, bead proximity signal; in the data active = inhibition above about 50%;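 also: 0% = vehicle wells with protein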
Target sequence (O75030 whole entry, looked up): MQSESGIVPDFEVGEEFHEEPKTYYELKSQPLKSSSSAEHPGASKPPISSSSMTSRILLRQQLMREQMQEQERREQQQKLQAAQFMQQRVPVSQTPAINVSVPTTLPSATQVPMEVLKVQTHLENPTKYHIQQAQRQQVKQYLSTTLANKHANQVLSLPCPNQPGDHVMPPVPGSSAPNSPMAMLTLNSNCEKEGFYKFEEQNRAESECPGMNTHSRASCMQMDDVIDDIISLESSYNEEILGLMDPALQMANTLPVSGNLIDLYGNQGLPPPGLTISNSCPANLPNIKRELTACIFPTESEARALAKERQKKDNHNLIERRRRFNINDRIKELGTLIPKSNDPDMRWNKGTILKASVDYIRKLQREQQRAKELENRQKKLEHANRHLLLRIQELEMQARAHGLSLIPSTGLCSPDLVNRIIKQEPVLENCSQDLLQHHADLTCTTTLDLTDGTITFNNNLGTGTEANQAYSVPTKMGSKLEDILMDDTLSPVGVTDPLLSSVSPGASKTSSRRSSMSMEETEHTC
FBW7 act: FBW7 E3 ligase activators, primary screen, biochemical, AlphaScreen, human; F-box/WD repeat-containing protein 7 (Homo sapiens), Q969H0; AID 1259310, 2017; actives 0.13% (n = 650,000); normalized activity (activation), % at 26.1 µM; AlphaScreen FBW7–phospho-cyclin E peptide binding, activator screen; in the data active = normalized activity above about 1.9%;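 also: purified mutant Fbw7 with reduced substrate affinity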
* = called active by the depositor; & = joins results of further samples.

entry	canonical_smiles	TEAD-YAP inh	MITF primary
1	CCCc1cc(CN(C)C(=O)CCc2nnc(Cc3cccc(C)c3)o2)[nH]n1	4	-2
2	O=C(Nc1cccnc1)Nc1ccc(Br)cc1Cl	-6	5
3	C=CCN(C(=O)c1ccc(N2CC3CC(C2)c2cccc(=O)n2C3)c(NC(=O)c2ccc(Br)o2)c1)c1ccccc1 (stereo not drawn)	8	-3
4	CN1CCN(C(=O)c2nn3c(C(F)(F)F)cc(-c4ccco4)nc3c2Br)CC1	-15	-15
5	CN(C)[C@H]1N(C(=O)c2cccc([N+](=O)[O-])c2)N=C2c3ccccc3S(=O)(=O)N21	2	11
6	COc1cccc(C(=O)NCc2ccc(Cl)cc2Cl)c1	-13	8
7	CC(CN1CCOCC1)OC(=O)c1cccc(Cl)c1 (stereo not drawn)	2	11
8	O=[N+]([O-])c1c(Cl)cc(O)c2c1C1C=CCC1C(c1ccccc1)N2 (stereo not drawn)	2	20
9	CSCn1cnc2cc(C)c(C)cc21	-5	-6
10	CCOC(=O)C1=C(C)NC(C)=C(C#N)C1c1ccc(OC)cc1 (stereo not drawn)	6	4
11	CCOC(=O)c1ccc(NC2SC(=O)N(c3ccc(C)cc3)C2=O)cc1 (stereo not drawn)	-7	-8
12	CN(C)C(=O)c1nc2ccc(Cl)cn2c1CNCc1ccccc1-n1cncn1	4	4

entry	GPR151 ag	FBW7 act
1	1.1	-0.2
2	0.0	0.3
3	-0.6	-0.1
4	-1.8	0.1
5	-0.6	0.0
6	0.1	0.3
7	-0.4	0.1
8	1.6	-0.1
9	-2.2	1.0
10	1.0	0.0
11	-2.3	0.1
12	0.6	0.1

(more compounds)
entry	canonical_smiles	TEAD-YAP inh	MITF primary
13	COCCOc1ccc(C2C(C#N)=C(N)Oc3n[nH]c(C)c32)cc1OC (stereo not drawn)	-7	4
14	CCOc1ccccc1CN1CCSCC1	-14	32
15	Cc1ccc(S(=O)(=O)Nc2c[nH]c(=O)[nH]c2=O)cc1	2	8
16	Cc1cccc(C(=O)n2c(=O)oc3ccccc32)c1	-27	5
17	CC(C)(C)N(Cc1ccccc1)C(=O)COC(=O)C1CC1	-9	0
18	Cc1nc2ccc(S(=O)(=O)NC(CC(C)C)C(=O)N3CCCC3)cc2s1 (stereo not drawn)	8	0
19	COCc1cc(C)nc2sc3c(=O)n(-c4cccc5ccccc45)nnc3c12	0	4
20	COCC(=O)NCC1CCC2(CCN(Cc3cccc4ccccc34)CC2)O1 (stereo not drawn)	11	-3
21	O=C(NCc1ccccc1)c1nnc(Cc2cccc(Cl)c2)o1	-5	-2
22	CCOC(=O)c1[nH]c(C)c(C(=O)C(C)CC)c1C (stereo not drawn)	-36	15
23	COc1ccccc1Cn1c(SCc2cccc(Br)c2)nc2ccccc2c1=O	8	9
24	CN1CCN(C(=O)C2CCCN(S(=O)(=O)c3ccccc3[N+](=O)[O-])C2)CC1 (stereo not drawn)	2	82*

entry	GPR151 ag	FBW7 act
13	1.8	-0.1
14	0.7	-0.1
15	1.0	0.0
16	1.2	0.4
17	-0.3	-0.2
18	0.3	-0.2
19	2.9	0.0
20	0.7	0.0
21	-0.3	-0.1
22	-0.7	0.5
23	1.1	-0.2
24	3.8	0.0

Next section
entry	canonical_smiles	TEAD-YAP inh	MITF primary
25	C=C(C)CN1C(=O)NC(CC)(C2CCN(Cc3ccc(OC)cc3)CC2)C1=O (stereo not drawn)	2	-4
26	Nc1ccccc1C=NCCN=Cc1ccccc1N	15	0
27	OCCC1CN(Cc2ccccn2)CCN1Cc1ccc(F)c(F)c1 (stereo not drawn)	1	13
28	N#CC1=C(N)NC(SCC(=O)c2ccc(Cl)cc2)=C(C#N)C12CCCCC2	4	5
29	CSC1=C(C#N)C(c2cccc([N+](=O)[O-])c2)CC(=O)N1 (stereo not drawn)	-2	-6
30	CC(=O)Nc1ccc(NC(=O)c2cnc(N3CCOCC3)s2)cc1	0	13
31	CC(=O)N1CCN(C(=O)C2CCN(S(=O)(=O)c3cccc4nsnc34)CC2)CC1	4	2
32	COCCn1c(C)cc(C(=O)COC(=O)C2COc3ccccc3O2)c1C (stereo not drawn)	2	17
33	Cc1nc(Nc2ccccc2)c([N+](=O)[O-])c(=O)[nH]1	-9	4
34	CCOP(=O)(OCC)c1nc(-c2ccccc2Cl)oc1N1CCCCC1	-7	-1
35	CC(=O)c1cccc(NC(=O)c2ccc(CO)cc2)c1	-12	1
36	COC(=O)c1ccc2c(=O)n(Cc3ccc4c(c3)OCO4)c(SCC(=O)c3ccc(Br)cc3)nc2c1	-7	9

entry	GPR151 ag	FBW7 act
25	1.8	0.0
26	0.5	0.5
27	-0.2	0.4
28	3.9	0.0
29	-0.9	0.1
30	-0.7	0.1
31	-0.8	-0.2
32	0.2	-0.1
33	-1.7	0.0
34	0.2	-0.3
35	0.1	0.1
36	-0.8	-0.1

The list goes on.
entry	canonical_smiles	TEAD-YAP inh	MITF primary
37	Cc1ccc(Cl)cc1NC(=O)c1ccccc1Br	4	-4
38	COc1cc(OC)cc(C(=O)OCCN2C(=O)c3cccc4c(N5CCOCC5)ccc(c34)C2=O)c1	-2	2
39	O=C1Cc2cc(S(=O)(=O)Nc3ccc4c(c3)OCCO4)cc3c2N1CCC3	15	-3
40	CCC(C)(C(=O)NC1CCCCC1)N(C(C)=O)c1ccccc1 (stereo not drawn)	1	-1
41	CCCc1cc(=O)n2[nH]c(-c3cccc(Br)c3)cc2n1	-56	-13
42	CCOCCC(=O)N1CCN(C(=O)c2ccco2)CC1	6	22
43	Cc1csc(SCc2nc3ccccc3c(=O)[nH]2)n1	-36	9
44	O=C1CSC(c2cccc([N+](=O)[O-])c2)N1c1ccccc1 (stereo not drawn)	-11	21
45	COCCN1CCCc2ccc(NC(=O)c3cc(Cl)ccc3OC)cc21	11	-1
46	Nc1nc(-c2ccccc2)nn1C(=O)Cc1ccccc1	-7	18
47	COc1cccc(CN2CCN3C(=O)[C@H](CO)NC(=O)[C@H]3C2)c1	3	-1
48	Cn1c(SCC(=O)NC2CCCCCC2)nnc1-c1cccs1	-3	-11

entry	GPR151 ag	FBW7 act
37	-0.7	-0.1
38	-0.5	0.0
39	0.4	-0.1
40	-0.8	0.1
41	-0.2	-0.1
42	-0.4	0.6
43	-6.3	0.1
44	-0.2	1.5
45	0.7	0.1
46	0.7	0.1
47	-0.1	-0.1
48	-0.9	0.5

Following part
entry	canonical_smiles	TEAD-YAP inh	MITF primary
49	CC(/C=C1\Sc2ccccc2N1C)=C(C#N)C#N	3	16
50	COc1ccc(-c2cc(C(=O)Nc3ccc(C(C)=O)cc3)no2)cc1	2	10
51	Cc1ccc(/C=C2\N=C(c3ccccc3Cl)OC2=O)o1	0	7
52	O=C(O)c1ncc(-c2ccccc2)cn1	2	20
53	O=C(Nc1ccc(Cl)cc1Cl)c1ccc(Cl)c([N+](=O)[O-])c1	2	5
54	O=C(Nc1ccc2c(c1)CN(Cc1ccc(CO)o1)CC2)c1ccc(C(F)(F)F)cc1	-17	-1
55	Cc1cc(C)n(-c2n[nH]c(=S)c3ccccc23)n1	0	-10
56	O=C1CC(=O)Nc2cc(S(=O)(=O)NCc3cccs3)ccc2N1	2	-1
57	COc1ccc(NC(=O)c2ccccc2NC(=O)CN2C(=O)c3ccccc3C2=O)cc1	-1	-5
58	COc1ccc(CCn2c(C)cc(C(=O)CSc3nnc(C)s3)c2C)cc1	4	-2
59	CCCCNC(=O)c1ccc(Cn2c(=S)[nH]c3cc4c(cc3c2=O)OCO4)cc1	-3	8
60	O=C(CCC1CCCCC1)Nc1cccnc1	-19	-8

entry	GPR151 ag	FBW7 act
49	0.7	0.0
50	0.1	-0.1
51	-1.0	0.1
52	1.8	0.1
53	-0.8	0.1
54	-2.5	0.0
55	0.4	-0.1
56	0.4	-0.2
57	0.8	0.4
58	0.4	-0.1
59	0.8	0.1
60	-0.3	-0.1

Later entries:
entry	canonical_smiles	TEAD-YAP inh	MITF primary
61	CCOc1ccc(NC(=O)CCCNC(=O)Cn2cnc3sc(C)c(C)c3c2=O)cc1	7	1
62	Cn1c(=O)c2c(nc(OCc3ccco3)n2Cc2ccc(Br)cc2)n(C)c1=O	11	5
63	O=C(NC1CCCc2c1cnn2-c1ccc(F)cc1F)c1cnsn1 (stereo not drawn)	3	1
64	O=C1NC(=S)N/C1=C/c1c(Cl)cccc1Cl	-9	8
65	COc1c(Cl)cc(Cl)cc1/C=N/N=C1/NC(=O)CS1	-2	-10
66	Cc1nn(-c2ccccc2)nc1CNS(=O)(=O)c1c(C)nn(C)c1C	3	16
67	CCOC(=O)C(=CNc1cc(C)ccc1OC)C(=O)OCC	10&3	-14&14
68	NC(=O)CN1C(=O)CC(c2ccccc2)Sc2ccccc21 (stereo not drawn)	0	15
69	O=C(CC1C(=O)N(c2ccccc2)C(=S)N1Cc1ccc2c(c1)OCO2)NCCc1ccccc1 (stereo not drawn)	6	-11
70	Cc1ccc(NC(=O)c2ocnc2C)cc1C	-44	-3
71	O=C(NCCN1CCOCC1)c1ccccc1Nc1ccnc(Nc2ccc(N3CCOCC3)cc2)c1	7	-8
72	CC(C)[C@H](Cn1nc(C2CC2)ccc1=O)NC(=O)c1cc2ccccc2oc1=O	-4	-7

entry	GPR151 ag	FBW7 act
61	-0.3	-0.1
62	0.2	-0.1
63	0.1	0.2
64	-0.7	0.1
65	0.9	0.1
66	-1.4	-0.1
67	0.4&-0.6	0.0&0.2
68	0.7	-0.1
69	0.8	0.1
70	-3.8	-0.3
71	0.9	0.0
72	-0.4	0.1

The results go on.
entry	canonical_smiles	TEAD-YAP inh	MITF primary
73	CC(C(O)c1ccccc1)N(C)C(=O)c1ccccc1 (stereo not drawn)	-5	-12
74	COc1ccc2nc(N3CCC(C(=O)NCCCN4CCCCC4)CC3)sc2c1	-11	-9
75	CCOC(=O)c1cnc2c(ccc3ccccc32)c1NCCCCCO	3	-8
76	Cc1cnc(CCNCc2c(C(=O)N3CCCCC3)nc3c(C)cccn23)[nH]1	-5	-8
77	O=Cc1c(N2CCN(c3cccc(Cl)c3)CC2)nc2ccccn2c1=O	-14	9
78	Cn1c(=O)c2c(nc3n2CC(c2ccc(Cl)cc2)=NN3CCO)n(C)c1=O	-13	17
79	CN(C)C1=C(Cl)C(=O)N(c2ccc(Cl)cc2)C1=O	7	-10
80	CC(C)(C)C(=O)Nc1ccc(-c2cnc(-c3ccc(NC(=O)C(C)(C)C)cc3)nc2)cc1	4	4
81	COc1ccc(C(=O)Nc2sc3c(c2C(N)=O)CCCC3)cc1OC	-9	-5
82	c1ccc(-n2cnc3c(Nc4ccc(N5CCOCC5)cc4)nc(Nc4nccc5ccccc45)nc32)cc1	43*	16
83	CCc1ccc2oc(-c3cccc(NC(C)=O)c3)nc2c1	-12	0
84	Cc1cccc(CSCc2ccc(C(=O)NC(C)C)o2)c1	-11	14
85	Cc1cccc(C(=O)Oc2ccc3c(=O)c(Oc4cc(C)ccc4C)coc3c2)c1	-2	14

entry	GPR151 ag	FBW7 act
73	1.4	0.0
74	0.1	0.1
75	0.4	0.1
76	-0.1	-0.1
77	3.4	0.7
78	-0.5	0.6
79	0.5	0.0
80	-0.1	0.0
81	0.9	-0.1
82	0.9	0.0
83	-5.7	0.5
84	1.5	1.0
85	0.1	0.9
